High-throughput results (PubChem BioAssay)
EBI2 block = antagonists of human EBI2 receptor | P32249 | EBI2 beta-arrestin recruitment, luminescence, 7a,25-OHC stimulated | inhibition, % at 5 µM | 0.81% of 360,000 active | AID 651636; in the data active = inhibition above about 38%;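 note: enzyme fragment complementation signal reports receptor beta-arrestin coupling in cells; 0% = agonist plus DMSO wells and 100% = wells without agonist; some results beyond the cut were filed as inactive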
Target sequence (P32249 whole entry, looked up, the tested form may be a part): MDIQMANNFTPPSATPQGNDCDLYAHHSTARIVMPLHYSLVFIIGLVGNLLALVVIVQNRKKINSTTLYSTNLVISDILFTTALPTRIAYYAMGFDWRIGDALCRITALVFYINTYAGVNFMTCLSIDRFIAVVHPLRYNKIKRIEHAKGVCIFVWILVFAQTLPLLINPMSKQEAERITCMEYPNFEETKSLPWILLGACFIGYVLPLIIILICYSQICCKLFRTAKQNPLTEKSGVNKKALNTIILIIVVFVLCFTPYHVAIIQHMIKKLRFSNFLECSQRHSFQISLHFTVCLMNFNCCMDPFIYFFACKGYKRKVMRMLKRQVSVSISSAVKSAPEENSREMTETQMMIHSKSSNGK
MPTP inh = permeability transition pore inhibition; isolated mouse mitochondria, Ca2+ swelling absorbance, 30 min; inhibition, % at 10 µM; 1.4% of 360,000 active; AID 602449;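 active = inhibition of 50% or more, scaled per plate between neutral and stimulator controls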;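 note: 0% = DMSO wells given calcium and 100% = 1 mM EGTA wells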
A3A deaminase = inhibitors of human APOBEC3A DNA deaminase; P31941; recombinant A3A, FAM/TAMRA ssDNA deamination fluorescence; inhibition, % at 20 µM; 0.41% of 330,000 active;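 active = at least 40% inhibition at 20 µM here, with at most 30% in a related deaminase screen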;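 note: plate controls were A3A with DMSO for no effect and wells lacking A3A enzyme for full effect; some results filed as inactive read as strong as hits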
Target sequence (P31941 whole entry, looked up): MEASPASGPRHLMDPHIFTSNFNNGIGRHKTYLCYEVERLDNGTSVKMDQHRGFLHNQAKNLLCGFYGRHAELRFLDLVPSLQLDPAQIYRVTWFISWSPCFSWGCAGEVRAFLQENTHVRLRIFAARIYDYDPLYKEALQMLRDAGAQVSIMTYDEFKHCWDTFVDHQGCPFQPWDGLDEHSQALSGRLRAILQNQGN
Gli-Sufu antag = blocks Gli-Sufu signaling in a luciferase reporter; Sufu-KO-LIGHT fibroblasts, Gli luciferase reporter luminescence; inhibition, % at 5 µM; 0.74% of 340,000 active; AID 588413;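 active = inhibition above about 55%, limit read from the data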;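 note: 0% = DMSO-treated cells and 100% = wells with medium but no cells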
NR3A LBD binder = modulates the human NR3A ligand-binding domain; NR3A LBD differential scanning fluorimetry, Tm shift; 0% = protein alone, 100% = glycine-bound protein; Tm shift relative to glycine control, % at 25 µM; 2.5% of 340,000 active;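 active = melting temperature shift of at least 10% of the positive control shift, at one fixed dose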
A3G deaminase = APOBEC3G (human) deaminase inhibition; Q9HC16; recombinant A3G, ssDNA deamination FAM/TAMRA fluorescence; inhibition, % at 20 µM; 0.28% of 330,000 active;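 active = inhibition of at least 40% at 20 µM, with no more than 30% in the related APOBEC3A deaminase screen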;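 note: plate controls were DMSO wells with A3G for no effect and wells lacking A3G enzyme for full effect; some compounds called inactive have numbers as strong as hits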
Target sequence (Q9HC16 whole entry, looked up): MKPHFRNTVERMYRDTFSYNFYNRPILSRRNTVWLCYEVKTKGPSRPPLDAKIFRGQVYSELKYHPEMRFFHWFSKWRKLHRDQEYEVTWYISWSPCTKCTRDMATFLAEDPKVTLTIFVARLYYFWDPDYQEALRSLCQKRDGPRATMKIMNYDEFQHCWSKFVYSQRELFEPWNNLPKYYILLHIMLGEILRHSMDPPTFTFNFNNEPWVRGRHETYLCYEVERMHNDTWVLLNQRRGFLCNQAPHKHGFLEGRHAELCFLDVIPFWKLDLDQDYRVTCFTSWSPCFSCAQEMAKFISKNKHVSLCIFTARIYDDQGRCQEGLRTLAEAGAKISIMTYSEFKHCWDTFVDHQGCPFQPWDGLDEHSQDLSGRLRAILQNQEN
CXCR6 inh = CXCR6 (human) receptor inhibition; O00574; CHO-K1 PathHunter CXCR6 beta-arrestin, luminescence; inhibition, % at 20 µM; 0.36% of 360,000 active; in the data active = inhibition above about 34%, passing the limit was not always enough;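 note: antagonist mode with CXCL16 agonist at 10 nM final; 0% = 10 nM CXCL16 with DMSO and 100% = unstimulated wells without agonist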
CCR6 antagonist = CCR6 (human) receptor antagonism | CHO-K1 CCR6 PathHunter beta-arrestin, luminescence, CCL20-stimulated | inhibition, % at 20 µM | 0.49% of 340,000 active;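 active = compounds whose inhibition of the agonist-driven luminescence signal at 20 µM reaches about 50%, limit read from the data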;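 note: cells stimulated with CCL20 at 14 nM final; plate controls were DMSO with CCL20 for no effect and DMSO without agonist for full effect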
* hit, by the source's call; nt = no result given.

The first 2 entries (preview)
item	Compound	EBI2 block	MPTP inh	A3A deaminase	Gli-Sufu antag
1	CN(c1ccccc1)S(=O)(=O)c1cccc(C(=O)OCC(=O)Nc2ccc3[nH]c(=O)[nH]c3c2)c1	7	0.1	5	-5
2	COc1cc(CNCc2ccccc2)c(Br)cc1OC1CCCC1	4	24	-1	21

item	NR3A LBD binder	A3G deaminase	CXCR6 inh	CCR6 antagonist
1	0	-11	-9	12
2	-1	-5	5	5

The whole of this part, previewed entries included:
item	Compound	EBI2 block	MPTP inh	A3A deaminase	Gli-Sufu antag
1	CN(c1ccccc1)S(=O)(=O)c1cccc(C(=O)OCC(=O)Nc2ccc3[nH]c(=O)[nH]c3c2)c1	7	0.1	5	-5
2	COc1cc(CNCc2ccccc2)c(Br)cc1OC1CCCC1	4	24	-1	21
3	Cc1ccc(S(=O)(=O)N2CCN(C(=O)COC(=O)CCc3ccccc3)CC2)c(C)c1	-3	-2.4	3	3
4	Cc1cccnc1CCNC(=O)CC1C(=O)NCCN1CC1CCCCC1 (centres undefined)	2	-1.1	2	-1
5	CC(C)CC(=O)NC(=S)Nc1ccc(S(=O)(=O)NC(C)(C)C)cc1	-3	7.7	-1	8
6	COc1ccc(CCNC(=O)CS(=O)(=O)c2cn(CC(=O)N3CCOCC3)c3ccccc23)cc1OC	2	0.7	4	3
7	CCN(CC(=O)Nc1c(F)cccc1F)C(=O)CCc1c[nH]c2ccccc12	5	-0.9	-2	-3
8	COc1ccc(NS(=O)(=O)c2cccc3cccnc23)cc1OC	-7	-0.2	0	6
9	C/C(=N\NC(=O)c1cccc(Br)c1)c1cccc(NC(=O)c2ccc(C)o2)c1	-4	-0.9	5	-4
10	COc1ccc(C(=O)CSc2n[nH]c(-c3ccncc3)n2)cc1[N+](=O)[O-]	-3	0.8	0	3

item	NR3A LBD binder	A3G deaminase	CXCR6 inh	CCR6 antagonist
1	0	-11	-9	12
2	-1	-5	5	5
3	-1	4	0	3
4	-1	10	4	6
5	1	-7	2	15
6	-3	4	-43	-5
7	0	-10	-3	-2
8	1	0	-11	6
9	2	3	2	-3
10	0	-6	0	-11

New compounds follow.
item	Compound	EBI2 block	MPTP inh	A3A deaminase	Gli-Sufu antag
11	CCOc1ccc(/C=C/C(=O)N(C)CC(=O)Nc2cccc(F)c2)cc1OCC	7	-0.6	-1	-2
12	CN(C)CCNC(=S)Nc1cccc(Cl)c1	-8	3.0	-4	-1
13	COc1ccc(NC(=S)N2CCc3ccccc3C2)cc1	6	-0.1	1	-13
14	Cc1cc(C(=O)CSc2nnc(-c3ccccc3)n2Cc2ccc3c(c2)OCO3)c(C)n1C	0	-0.2	-7	2
15	O=C(N/C(C(=O)N1CCOCC1)=C(\Sc1ncccn1)c1ccccc1)c1ccccc1	-13	0.6	4	6
16	COc1cccc(C2C3(C#N)C(N)=NC(OC)(OC)C23C#N)c1 (centres undefined)	-9	-8.4	-3	7
17	Cc1ccccc1CNc1nnnn1C	6	1.3	2	-2
18	O=[N+]([O-])c1ccc(N=Nc2ccc(O)c3ccccc23)cc1	0	98*	nt	-11
19	CON(C)C(=O)c1ccccc1N(C)C(=O)OC(C)(C)C	-11	0.9	-5	-7
20	CCOC(=O)Cc1nnc(NC(=O)CSc2ccc(C)cc2)s1	15	2.3	3	1

item	NR3A LBD binder	A3G deaminase	CXCR6 inh	CCR6 antagonist
11	2	-2	7	5
12	0	-6	0	-3
13	-1	-3	-6	4
14	-3	-8	9	15
15	-1	1	-9	15
16	-2	-2	3	11
17	0	-5	-1	6
18	20*	nt	28	50
19	0	-5	0	-11
20	-1	-3	-4	8

Continued.
item	Compound	EBI2 block	MPTP inh	A3A deaminase	Gli-Sufu antag
21	O=C1C2C3CC(C2C(=O)N1c1cccc(Cl)c1)[C@H](O)C3O (some centres undefined)	1	-1.5	5	-6
22	COCCNc1nnc(SCC(=O)NNC(=O)c2ccccc2)s1	-9	0.1	0	-14
23	CCOc1cc(/C=C(\C#N)C(=O)Nc2ccccn2)ccc1O	1	0.7	-4	0
24	CCn1cc(Br)c(C(=O)NC(=S)Nc2ccc(C(=O)OC)cc2)n1	-3	3.4	-5	4
25	CC(C)CN(C(=O)COC(=O)c1nc(Cl)ccc1Cl)c1c(N)n(Cc2ccccc2)c(=O)[nH]c1=O	-15	0.4	-1	-4
26	Cc1cc(C)n2cc(CSC3=NCCS3)nc2n1	-12	2.8	4	-4
27	C#CCSc1nc(-c2ccccc2)cc(C(F)(F)F)c1C#N	11	0.1	-6	7
28	O=C(CCC(=O)c1ccccc1)Nc1ccccc1	6	2.9	-4	-5
29	N/C(=N\OC(=O)c1ccccc1F)c1ccc([N+](=O)[O-])cc1	-8	0.1	0	-53
30	Cc1ccc(C(=O)N2CCOCC2)cc1S(=O)(=O)N1CCCC1	-3	-2.7	-3	-4

item	NR3A LBD binder	A3G deaminase	CXCR6 inh	CCR6 antagonist
21	3	-1	3	-1
22	-2	-9	-8	18
23	1	-9	0	15
24	12*	-6	17	-5
25	-4	-6	-1	-1
26	1	-1	12	4
27	-12	-7	-2	24
28	1	-8	5	9
29	3	-4	-10	5
30	11*	-9	-2	2

Results in CXCR6 inh (5 entries from above):
No. | smiles | CXCR6 inh
25 | CC(C)CN(C(=O)COC(=O)c1nc(Cl)ccc1Cl)c1c(N)n(Cc2ccccc2)c(=O)[nH]c1=O | -1
26 | Cc1cc(C)n2cc(CSC3=NCCS3)nc2n1 | 12
27 | C#CCSc1nc(-c2ccccc2)cc(C(F)(F)F)c1C#N | -2
28 | O=C(CCC(=O)c1ccccc1)Nc1ccccc1 | 5
29 | N/C(=N\OC(=O)c1ccccc1F)c1ccc([N+](=O)[O-])cc1 | -10

The listing continues.
item	Compound	EBI2 block	MPTP inh	A3A deaminase	Gli-Sufu antag
31	CCOC(=O)C1CCN(Cc2cnc(Oc3ccc(Cl)cc3C)s2)CC1	0	0.6	-1	7
32	CCOc1ccc(NC(=O)CC2C(=O)N(c3ccccc3)C(=O)N2CCOC)cc1 (centres undefined)	4	0.4	-7	-3
33	Nc1nc(-c2sc3nc4c(cc3c2N)CCCC4)nc(N2CCOCC2)n1	-8	2.2	0	-27
34	CC(=O)N1CCOc2ccc(S(=O)(=O)N3CCC(C(=O)NCc4ccc(C)cc4)CC3)cc21	94*	-1.7	-4	-17
35	COC(=O)[C@@H](NC(=O)NCc1ccccc1Cl)C(C)C	-1	15	-2	-9
36	CCOC(=O)[C@@H]1[C@H]2COc3ccccc3[C@@H]2N2C(=O)N(c3ccc(Cl)cc3)C(=O)[C@]12C	2	-1.3	0	0
37	CCN1N=C(c2cc(Cl)sc2Cl)CSC1=O	3	-1.5	-5	-5
38	O=C(c1ccc(Br)cc1)c1sc(N2CCOCC2)nc1-c1ccccc1	15	-0.1	-7	7
39	O=C(Nc1ccc(F)cc1)C1CCN(S(=O)(=O)c2cccs2)CC1	15	-2.3	-1	-7
40	CCOc1ccc(CCn2c(-c3ccco3)nc3ccccc3c2=O)cc1OCC	-10	-1.1	3	5

item	NR3A LBD binder	A3G deaminase	CXCR6 inh	CCR6 antagonist
31	9	-6	2	3
32	0	-5	1	3
33	4	-8	-21	-29
34	3	-4	5	4
35	6	-5	5	-24
36	0	-1	6	15
37	1	-5	-6	21
38	0	-11	6	21
39	-1	-5	-5	2
40	0	-6	0	-2

Taken from above:
#37 @ A3A deaminase: -5
#39 @ A3G deaminase: -5
#31 @ Gli-Sufu antag: 7

(next part)
item	Compound	EBI2 block	MPTP inh	A3A deaminase	Gli-Sufu antag
41	O=C(CN1C(=O)S/C(=C/C=C/c2ccccc2)C1=O)Nc1ccc(C(=O)O)cc1	-3	-1.3	1	-3
42	CSCC[C@H](NC(=O)C1CCN(C(=O)[C@@H](N)Cc2ccccc2)CC1)C(=O)O	-1	-0.3	-5	3
43	Cc1ccc(Cl)cc1N1CCN(Cc2nc3c(c(=O)[nH]c(=O)n3C)n2Cc2ccccc2F)CC1	30	0.6	-4	17
44	CC(C)Cc1nc(C(N)=O)c2[nH]c(=O)n(-c3ccc(F)cc3)c2n1	-1	-0.8	-5	16
45	COc1cc2ncnc(NCc3ccc(Cl)cc3)c2cc1OC	-8	-3.5	3	17
46	O=C(O)COc1ccc(Oc2ccccc2)cc1	-8	-1.2	-3	11
47	Cc1ccccc1C(=O)N1CCC(C(=O)Nc2cccc(S(=O)(=O)N3CCCCC3)c2)CC1	13	-0.1	-1	-8
48	CCOc1ccc(N/C=C/C(=O)c2ccccc2)c([N+](=O)[O-])c1	8	2.5	-1	-67
49	COc1c(C)cc(NC(=O)c2ccc3c(c2)NC(=O)CO3)cc1C	-11	-0.6	1	-2
50	CCOC(=O)C1=C(COC(=O)Cc2ccc(Br)cc2)NC(=O)NC1C (centres undefined)	6	0.2	1	-4

item	NR3A LBD binder	A3G deaminase	CXCR6 inh	CCR6 antagonist
41	-4	1	1	6
42	-1	-8	4	6
43	0	-4	13	19
44	2	-7	-4	-1
45	-5	-1	-4	1
46	3	-5	-6	21
47	-1	-4	7	20
48	18*	-10	23	27
49	0	-5	6	-7
50	1	1	-8	0

Next results follow:
item	Compound	EBI2 block	MPTP inh	A3A deaminase	Gli-Sufu antag
51	Cc1ccc(C(=O)Nc2cccc(C(=O)N3CCN(C)CC3)c2)cc1	-7	-0.5	1	-49
52	COC(=O)c1sc(NC(=O)CSc2nc3cccnc3n2C2CCCCC2)nc1C	10	1.2	6	6
53	Cc1cccc(C)c1NC1=NC(=S)N(c2ccc(C(=O)O)cc2)C12CCCCC2	-5	1.3	-9	13
54	COc1ccccc1OCC(=O)OCC(=O)NCCN1C(=O)CSC1=O	-14	-1.5	0	-7
55	CCc1ccc(NC(=O)CN(c2ccccc2)S(=O)(=O)N(C)C)cc1	-1	-1.0	8	0
56	CC(C)CCNC(=O)C1(O)c2ccccc2NC(=O)N1c1ccc(Cl)cc1 (centres undefined)	-5	36	-6	-17
57	C[C@H]1COC(=O)[C@@H](Cc2ccc(F)cc2)CC/C=C/C[C@H](CC(=O)N(CCO)Cc2ccccc2)C(=O)N1	-7	1.0	-2	-32
58	CN(CC(=O)Nc1ccccc1Br)C(=O)CCC1CCCC1	-2	0.1	-4	-5
59	O=C(CCCCCN1C(=O)c2ccccc2C1=O)Nc1ccccc1F	-7	-0.6	0	-11
60	CCOC(=O)N1CCN(c2nc3ccccc3nc2C(C#N)C(=O)NCCc2ccccc2)CC1 (centres undefined)	5	0.6	5	-1

item	NR3A LBD binder	A3G deaminase	CXCR6 inh	CCR6 antagonist
51	2	-6	1	5
52	-7	-1	8	21
53	0	-6	-2	5
54	3	-1	4	9
55	0	3	2	18
56	4	-6	2	7
57	-1	-6	2	-5
58	-1	0	1	-13
59	-1	-6	6	17
60	-1	1	6	28

Entries by screen from the list:
Nos. 55–60 in A3A deaminase read 8, -6, -2, -4, 0, 5

Other entries.
item	Compound	EBI2 block	MPTP inh	A3A deaminase	Gli-Sufu antag
61	CCOC(=O)N1CCN(C(=O)CS(=O)(=O)Cc2nc(-c3ccccc3F)oc2C)CC1	-1	-0.8	3	57*
62	N#Cc1nc(-c2ccco2)oc1N1CCOCC1	4	-1.5	0	1
63	COc1cc(/C=C/c2ccc3cccc([N+](=O)[O-])c3n2)ccc1OCC#N	10	2.6	-2	20
64	CCc1ccc(CCC(=O)Nc2ccc(Br)cc2)o1	-14	2.4	-5	-14
65	O=C(Cc1csc(-c2cccc(Cl)c2)n1)Nc1cccc(S(=O)(=O)NC2=NCCC2)c1	-7	-0.6	19	-1
66	COc1ccc(OCC(=O)Nc2ccc3c(c2)nc(CN2CCCC2)n3C)cc1	11	-3.5	-4	2
67	CCOc1ccccc1CNC(=O)c1cn(C)c(=O)c2c1c1ccccc1n2C	-3	2.7	-1	8

item	NR3A LBD binder	A3G deaminase	CXCR6 inh	CCR6 antagonist
61	7	-1	-8	8
62	2	-1	1	-4
63	10	-5	-1	-13
64	-5	-7	2	10
65	-2	-7	-7	-6
66	1	-6	-2	9
67	2	-2	-2	2
